From PubChem BioAssay
CCR6 antag = antagonists of human CCR6 receptor; P51684; CHO-K1 CCR6 PathHunter beta-arrestin, luminescence, CCL20-stimulated; inhibition, % at 20 µM; 340,000 tested, 0.49% active; AID 493098;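 active means compounds whose inhibition of the agonist-driven luminescence signal at 20 µM reaches about 50%, limit read from the data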;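 further: cells stimulated with CCL20 at 14 nM final; plate controls were DMSO with CCL20 for no effect and DMSO without agonist for full effect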
Target sequence (P51684 whole entry, looked up): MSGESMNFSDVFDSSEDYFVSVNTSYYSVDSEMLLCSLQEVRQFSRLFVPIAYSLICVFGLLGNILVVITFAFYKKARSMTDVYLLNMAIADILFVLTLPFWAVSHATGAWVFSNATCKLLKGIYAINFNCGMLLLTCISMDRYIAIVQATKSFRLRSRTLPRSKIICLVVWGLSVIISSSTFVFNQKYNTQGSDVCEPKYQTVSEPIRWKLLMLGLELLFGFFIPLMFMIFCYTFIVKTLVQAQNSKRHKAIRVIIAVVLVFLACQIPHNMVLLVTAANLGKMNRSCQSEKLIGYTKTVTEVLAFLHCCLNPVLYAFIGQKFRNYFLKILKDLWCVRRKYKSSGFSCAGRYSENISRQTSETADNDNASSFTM
SENP8 inh = blocks the human protease SENP8; Q96LD8; purified SENP8, Z-RLRGG-aminoluciferin cleavage, luminescence; inhibition, % at 10 µM; 330,000 tested, 1.2% active
Target sequence (Q96LD8 whole entry, looked up): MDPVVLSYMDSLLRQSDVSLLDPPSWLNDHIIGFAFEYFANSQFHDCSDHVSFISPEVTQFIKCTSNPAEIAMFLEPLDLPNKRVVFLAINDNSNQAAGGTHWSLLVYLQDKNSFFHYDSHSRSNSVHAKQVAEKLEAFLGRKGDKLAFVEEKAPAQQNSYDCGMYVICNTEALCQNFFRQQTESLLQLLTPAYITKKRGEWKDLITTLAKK
697 NFkB inh = lowers PMA/ionomycin-induced NF-kB signal in 697 B cells; 697 B-cell NF-kB luciferase reporter, 16 h; inhibition, % at 4 µM; 330,000 tested, 0.33% active; in the data active means inhibition above about 35%
Jurkat NFkB inh = lowers PMA/ionomycin-induced NF-kB signal in Jurkat cells; PMA/ionomycin-induced NF-kB luciferase reporter, luminescence; AID 435003; inhibition, % at 4 µM; 330,000 tested, 0.53% active
EBI2 block = EBI2 (human) antagonism. P32249. inhibition, % at 5 µM. 360,000 tested, 0.81% active. EBI2 beta-arrestin recruitment, luminescence, 7a,25-OHC stimulated; in the data active means inhibition above about 38%;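 further: enzyme fragment complementation signal reports receptor beta-arrestin coupling in cells; 0% = agonist plus DMSO wells and 100% = wells without agonist; some results beyond the cut were filed as inactive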
UBC13 polyUb = human UBC13 polyubiquitination inhibition; P61088; UBC13 polyubiquitin chain formation, TR-FRET; inhibition, % at 20 µM; 330,000 tested, 0.47% active; AID 485273; in the data active means inhibition above about 45%, passing the limit was not always enough
Target sequence (P61088 whole entry, looked up): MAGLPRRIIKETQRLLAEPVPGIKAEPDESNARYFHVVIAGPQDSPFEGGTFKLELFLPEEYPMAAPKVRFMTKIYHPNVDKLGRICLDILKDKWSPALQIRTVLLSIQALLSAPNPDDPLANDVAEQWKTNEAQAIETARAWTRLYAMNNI
Gli-Sufu antag = antagonists of Gli-Sufu signaling; inhibition, % at 5 µM; 340,000 tested, 0.74% active; Sufu-KO-LIGHT fibroblasts, Gli luciferase reporter luminescence;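 active means inhibition above about 55%, limit read from the data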;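 further: 0% = DMSO-treated cells and 100% = wells with medium but no cells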
Apaf1 inhib = inhibitors of human Apaf-1 apoptosome; 330,000 tested, 0.71% active; inhibition, % at 20 µM; reconstituted apoptosome caspase-3 activity, DEVD-Rh110 fluorescence; AID 489030; O14727; active means inhibition of at least 40% at 20 µM;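 further: plate controls were DMSO wells for no effect and DEVD-CHO caspase inhibitor wells for full effect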
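Assay system – apoptosome proteins · Medium – Hepes buffer, pH 7.5 · Also added – cytochrome c with DEVD-Rh110 · Timing – 30 min compound preincubation, 50 min activation, room temperature · Detection – Rh110 fluorescence, excitation 480 nm, emission 540 nm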
An asterisk follows results filed as active; · = not tested or not shown. Unless noted, no stated cut-off is given here; in the data, active means inhibition above about 50%; inactive means the rest. These rows are one share of the data, so the mix of outcomes need not match the whole.

Structure,CCR6 antag,SENP8 inh,697 NFkB inh,Jurkat NFkB inh,EBI2 block,UBC13 polyUb,Gli-Sufu antag,Apaf1 inhib
CCOC(=O)N1CCC(N2CCN(Cc3ccc(C)o3)C(CCO)C2)CC1 (centres undefined),14.3,-0.8,19.9,8.4,-14.1,2.4,3.3,3.9
O=S(=O)(NC1CCCCC1Sc1ncccn1)c1ccccc1 (centres undefined),19.5,-4.4,12.1,-13.2,-1.7,0.3,5.3,5.4
CCN(CCNC(=O)CN1CCN(Cc2ccc(Cl)cc2)C1=O)c1ccccc1,5.3,-3.1,-12.0,-17.9,-0.4,-7.1,-10.0,15.1
Nc1ccc(C(=O)Nc2ccc3nc(-c4cccnc4)[nH]c3c2)cc1,-18.4,-1.8,17.9,-1.8,-8.5,-3.2,-6.2,-4.2
COc1ccccc1C1C(C(=O)c2cc3ccccc3o2)=C(O)C(=O)N1CCN(C)C (centres undefined),1.4,-6.8,15.8,12.5,-1.6,-4.5,6.3,-10.9
COc1ccc(/C=C/c2nc(-c3ccccc3O)n[nH]2)cc1OC,12.1,-3.6,-21.0,-75.4,15.9,0.1,-45.6,-1.9
CC(C)CCN1C(=O)c2ccc(C(=O)OCC(=O)N(CC(C)C)C3CCS(=O)(=O)C3)cc2C1=O (centres undefined),1.1,-14.5,6.7,-12.8,-6.1,-0.3,-8.9,15.7
Cc1cccc(NS(=O)(=O)c2ccc(NS(=O)(=O)c3cccs3)cc2)c1,10.2,-8.9,2.6,1.9,2.9,-8.2,·,7.8
CC(=O)N1CCc2cc(S(=O)(=O)NC(C(=O)NCc3ccccc3)C(C)C)ccc21 (centres undefined),2.1,-4.0,16.5,4.9,0.6,5.0,2.3,2.1
CCC(C(N)=NCCc1ccc(OC)c(OC)c1)c1ccccc1 (centres undefined),9.6,4.9,11.6,3.4,-1.8,5.7,9.2,4.1
Cc1c(Cl)cnc(NC(=O)COC(=O)c2cccs2)c1Cl,10.4,-7.3,-3.5,-3.6,-11.9,-21.1,4.0,17.0
O=C(COc1ccc(Br)cc1CO)Nc1ccc(S(=O)(=O)N2CCCC2)cc1,6.2,-5.7,-16.2,19.3,-5.2,-8.9,8.0,17.1
CCOc1ccc(C2CC(c3ccc(OC)c(OC)c3)n3nc(N)nc3N2)cc1 (centres undefined),-2.8,5.6,14.4,-2.3,-7.8,4.0,-2.6,12.3
CC1(C)Cc2c(sc(NC(=O)C(=O)N3CCOCC3)c2C(N)=O)CO1,9.2,13.1,2.9,4.0,-16.8,13.1,1.1,5.7
O=C(NCCO)c1cc([N+](=O)[O-])cc2c1C=Cc1ccccc1O2,4.0,-1.0,-13.4,-3.7,-6.7,-12.4,-6.4,-0.8
CCOC(=O)C1CCN(S(=O)(=O)c2ccc3[nH]c(=O)oc3c2)CC1,8.1,-10.1,-2.5,-13.2,-4.1,-5.6,2.3,2.5

Overlap with the part before: two compounds, followed by the next part.
Structure,CCR6 antag,SENP8 inh,697 NFkB inh,Jurkat NFkB inh,EBI2 block,UBC13 polyUb,Gli-Sufu antag,Apaf1 inhib
O=C(NCCO)c1cc([N+](=O)[O-])cc2c1C=Cc1ccccc1O2,4.0,-1.0,-13.4,-3.7,-6.7,-12.4,-6.4,-0.8
CCOC(=O)C1CCN(S(=O)(=O)c2ccc3[nH]c(=O)oc3c2)CC1,8.1,-10.1,-2.5,-13.2,-4.1,-5.6,2.3,2.5
N#Cc1ccc(CSc2nnc(NC(=O)c3ccc(=O)[nH]c3)s2)cc1,30.3,0.1,23.9,12.5,7.5,12.6,10.6,-7.1
CC(C)CCNC(=O)CNC(=S)N(Cc1ccccc1)Cc1cccnc1,2.4,-2.1,7.9,-0.1,-7.3,1.0,3.3,7.4
COc1ccccc1NC(=O)C(O)C(O)C(=O)Nc1ccccc1OC (centres undefined),3.9,-8.8,12.0,-28.5,-11.6,-4.7,4.0,12.2
O=C(CSc1nnnn1C1CCCCC1)Nc1cccc(NC(=O)c2ccco2)c1,7.7,-11.8,4.7,-2.6,-1.7,1.6,-3.2,5.6
O=C(O)c1cc(S(=O)(=O)N2CCCCC2)ccc1N1CCOCC1,0.2,7.4,-7.5,-1.9,-19.7,-5.8,-9.0,-2.0
CCN1CCN(CCNC(=O)c2ccc(/C=C3/Sc4ccccc4N(Cc4cccc(Cl)c4)C3=O)cc2)CC1,15.9,-12.8,-10.7,-12.4,4.9,23.4,1.4,28.2
O=[N+]([O-])c1cc(C(F)(F)F)ccc1NCCCN1CCOCC1,13.3,0.1,15.3,-7.4,-1.2,-11.6,11.7,0.4
CC1(C)CC(=O)C2=C(C1)OC1=C(C(=O)CC(C)(C)C1)C2c1ccc(O)cc1O,92.6*,1.8,15.1,-3.5,-5.3,5.1,-0.3,-0.8
COc1cccc(CNC(=O)C2Cc3ccccc3CN2C(C)=O)c1 (centres undefined),2.1,2.8,7.5,22.0,0.2,-3.6,-0.1,4.3
CNC(=O)c1ccc(-c2cc3onc(-c4ccccc4)c3c(=O)n2C)cc1,7.7,-8.6,-171.5,-106.6,2.6,-14.2,-68.5,12.2
Cc1cccc(Nc2nc(-c3sc(C)nc3C)cs2)c1,-9.6,-10.9,-103.7,-41.6,57.1*,3.7,-36.8,21.8
CCCc1nnc(NC(=O)CCC(=O)N2CCN(Cc3ccccc3)CC2)s1,21.2,3.2,-47.7,-19.8,-7.0,-6.2,-29.8,5.9
CCOc1cc2oc(=O)c3c(c2cc1Cl)CCC3,4.2,8.9,21.2,9.7,4.8,-4.5,17.8,-4.7
Cc1cc(C)c2cc(CN(CCN3CCCC3)C(=O)Nc3ccc(F)cc3)c(=O)[nH]c2c1,5.2,-3.6,1.3,-14.0,6.3,6.2,1.6,20.9
COC(=O)CSc1nc2cc3c(cc2cc1C#N)OCO3,2.3,6.2,-183.1,-201.8,-1.0,21.6,11.7,2.6
Cc1ccn2c(C(=O)N/N=C\c3ccccc3[N+](=O)[O-])c(C)nc2c1,-12.4,1.3,16.4,2.4,0.6,35.0,5.4,0.1
O=C(Nc1cc(S(=O)(=O)N2CCOCC2)ccc1N1CCCC1)c1ccc(Cl)cc1,15.9,-11.2,-2.9,-7.6,7.7,-5.3,-5.5,11.8
Cc1sc2nc(C3CC3)nc(SCC(=O)N3CC(=O)Nc4ccccc43)c2c1C,4.2,-1.8,-31.6,-1.6,11.2,-5.6,2.9,15.4
O=[N+]([O-])c1ccc(Cl)cc1NCc1cccnc1,24.6,0.1,11.7,29.8,2.7,-20.7,-2.4,3.9
COc1cc(OC)c(C(=O)OCC(=O)NC23CC4CC(CC(C4)C2)C3)cc1OC,3.4,-0.8,-38.9,-11.8,-11.3,-3.4,1.1,5.6
Cc1ccc(NC(=O)C2CCCN(c3nccc(C)n3)C2)c(C)c1 (centres undefined),19.9,-10.4,6.9,-18.4,2.7,3.8,2.2,9.1
CCC(Sc1nc(C)cc(C)n1)C(=O)Nc1cc(C)on1 (centres undefined),-7.3,-1.4,7.0,-3.9,8.1,5.1,0.2,12.0
CCOC(=O)NN1C(=O)c2ccccc2NC12CCCC2,7.1,0.9,12.8,10.7,3.2,8.3,3.0,0.7
Cc1cc(C(F)(F)F)nn1CC(=O)NCc1ccccc1,-13.3,3.9,4.9,10.4,4.3,2.9,7.8,-3.9

8 compounds from above, sorted by formula weight, ascending.
Structure,CCR6 antag,SENP8 inh,697 NFkB inh,Jurkat NFkB inh,EBI2 block,UBC13 polyUb,Gli-Sufu antag,Apaf1 inhib
O=[N+]([O-])c1ccc(Cl)cc1NCc1cccnc1,24.6,0.1,11.7,29.8,2.7,-20.7,-2.4,3.9
COC(=O)CSc1nc2cc3c(cc2cc1C#N)OCO3,2.3,6.2,-183.1,-201.8,-1.0,21.6,11.7,2.6
CCC(Sc1nc(C)cc(C)n1)C(=O)Nc1cc(C)on1 (centres undefined),-7.3,-1.4,7.0,-3.9,8.1,5.1,0.2,12.0
Cc1ccc(NC(=O)C2CCCN(c3nccc(C)n3)C2)c(C)c1 (centres undefined),19.9,-10.4,6.9,-18.4,2.7,3.8,2.2,9.1
Cc1ccn2c(C(=O)N/N=C\c3ccccc3[N+](=O)[O-])c(C)nc2c1,-12.4,1.3,16.4,2.4,0.6,35.0,5.4,0.1
COc1cc(OC)c(C(=O)OCC(=O)NC23CC4CC(CC(C4)C2)C3)cc1OC,3.4,-0.8,-38.9,-11.8,-11.3,-3.4,1.1,5.6
Cc1sc2nc(C3CC3)nc(SCC(=O)N3CC(=O)Nc4ccccc43)c2c1C,4.2,-1.8,-31.6,-1.6,11.2,-5.6,2.9,15.4
Cc1cc(C)c2cc(CN(CCN3CCCC3)C(=O)Nc3ccc(F)cc3)c(=O)[nH]c2c1,5.2,-3.6,1.3,-14.0,6.3,6.2,1.6,20.9

The results go on.
Structure,CCR6 antag,SENP8 inh,697 NFkB inh,Jurkat NFkB inh,EBI2 block,UBC13 polyUb,Gli-Sufu antag,Apaf1 inhib
COc1ccc(C(=O)Nc2ccccc2SCc2cc(=O)n3nc(C)sc3n2)cc1OC,3.5,-0.4,20.9,12.7,-16.1,8.2,-7.5,-3.8
CC(=O)Nc1ccccc1OC(=O)N1CCOCC1,-0.4,-12.9,-3.2,-4.3,-3.5,-3.7,1.0,-3.1
CCOc1ccc(S(=O)(=O)N2CCCCC2)cc1NC(=O)CCc1ccc(OC)cc1,18.8,-1.6,11.4,10.8,12.6,8.1,1.4,4.3
CCC(C)NCCOCCOc1cc(C)c(Cl)c(C)c1 (centres undefined),4.2,4.1,-1.1,3.2,-1.8,-3.2,1.0,-3.9
O=C(COC(=O)C1=COCCO1)Nc1cc(C(F)(F)F)ccc1Cl,15.1,-17.8,-22.1,-89.5,-19.8,-11.0,0.1,9.8
CCN(CC)CCNC(=O)c1ccc(NC(=O)c2ccc(COc3ccccc3)cc2)cc1,15.5,-6.8,-30.8,-2.9,-0.7,23.1,12.1,33.8
NC(=O)CNC(=O)C1CCCc2c1[nH]c1ccc(Cl)cc21 (centres undefined),-1.4,3.6,5.4,-2.0,-1.0,6.7,-1.2,-4.0
COC(=O)c1c(NC(C)=O)csc1C,-4.8,-1.3,0.4,-6.8,-14.8,-7.7,-7.5,3.1
CCCCN(C(=O)c1ccc(N2CCCC2=O)cc1)c1c(N)n(CCC)c(=O)[nH]c1=O,4.7,-11.7,11.9,7.3,-3.3,-15.6,-52.8,11.3
CCOC(=O)c1sc(NS(=O)(=O)c2ccccc2Cl)nc1C,-20.5,-3.7,7.5,9.2,-5.5,1.4,3.3,-0.8
CCOc1ccc(/C=N/OCC(=O)NC(c2ccccc2)c2ccccc2)cc1,-14.9,-5.9,3.7,-15.3,79.5*,1.5,1.4,15.7
COCC(=O)Nc1cc(C)cn(Cc2ccccc2Cl)c1=O,2.8,-13.0,-7.7,-19.5,-9.4,-10.9,-8.8,2.4
CCCNC(=O)C(Cc1ccccc1)NC(=O)c1ccccc1 (centres undefined),-4.7,1.7,11.2,-3.5,9.1,17.0,-4.2,-1.4
O=C(CSc1ncnc2sc3c(c12)CCCC3)NC1CCS(=O)(=O)C1 (centres undefined),11.8,3.3,3.3,-5.5,-8.1,19.4,0.8,3.3
COC(=O)c1ccccc1NC(=S)N1CCC(N2CCCCC2)CC1,6.3,-0.9,-14.1,1.4,11.7,11.1,7.7,-7.3
NC(=O)CSc1nnc2n(-c3ccccc3)c(=O)c3c4c(sc3n12)CCCCC4,3.4,2.5,18.5,16.6,-1.6,-9.5,-3.8,11.2
COc1cc(C)nc(Nc2nc(C)c(C(C)=O)s2)n1,-3.9,3.1,28.2,-6.7,2.6,-0.4,-4.7,3.3
Cc1ccc(NC(=O)CCNS(=O)(=O)c2ccc(Br)s2)cc1,27.0,-1.2,-2.0,-20.1,7.2,2.2,2.4,8.0
CC(CNC(=O)c1cccs1)c1ccc([N+](=O)[O-])cc1 (centres undefined),3.5,1.0,6.7,9.0,-2.6,10.2,-2.2,-3.9
O=C(CCC(=O)N(CC(=O)NC1CCCC1)Cc1ccccc1)Nc1nccs1,19.8,-1.7,6.8,-7.0,-1.1,1.1,-1.9,1.0
O=C(CSc1nnc(-c2csc3c2CCCC3)o1)Nc1ccccc1,11.0,8.6,-212.3,-172.8,-3.7,3.5,-66.6,0.8
